Source: PubChem (National Center for Advancing Translational Sciences (NCATS))
BRCA1 expr up: qHTS Assay to Identify Small Molecule Activators of BRCA1 Expression; Potency, µM (series often up to 46.1 µM), without a hit: at the highest dose activation, actives largely listed as activators; MCF7-BRCA1-FFLuc reporter, luminescence, 48 h; response scale: scaled: vehicle 0%, 10 µM genistein 100%; AID 624202, 2012; hit rate 1.1% among 380,000; active means well fitted activation curve with a large enough effect; inconclusive means small, poorly fitted or top-dose-only effect; inactive means no such curve, though single readings can be large or run the other way; further: nearly all actives have a fitted effect of over 80% in size; some results filed as inactive show a strong effect at the top dose
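Quantitative HTS in MCF7 cells stably reporting BRCA1 expression via firefly luciferase. Compound treatment lasts 48 h at 37 °C in phenol-red free MEM. Activation is expressed relative to genistein at 10 microM and DMSO.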
An asterisk follows results filed as active; ? = inconclusive; [ ] = another dose, or the depositor's remark. Potency means the concentration at half of the fitted maximal effect. The list is partial (hit frequency here may not be typical).

molecule	BRCA1 expr up
COCCNc1ncnc2c1ncn2[C@H]1CN(Cc2cccs2)C[C@@H](CO)O1	6%
N#CC1c2ccccc2-c2ccccc2N1C(=O)c1ccccc1 (stereo not drawn)	-60%
CC1(C(=O)NS(=O)(=O)C2CC2)CCCN(C(=O)c2c(F)cccc2F)C1 (stereo not drawn)	0%
C[C@H](CO)N1C[C@H](C)[C@H](CN(C)S(=O)(=O)c2ccccc2)OCc2cnnn2CCCC1=O	7%
C(=C\c1ccccc1)/CN1CCN(C(c2cccs2)c2nnnn2C2CCCC2)CC1 (stereo not drawn)	-23%
OC(c1ccccc1)(c1nc(-c2cccc3cccnc23)cs1)C(F)(F)F (stereo not drawn)	4%
CC1=C(C(=O)N2CCOCC2)CC(CC(=O)NC(c2ccccc2)c2ccccc2)C(=O)N1CCCN1CCCC1=O (stereo not drawn)	5%
CC1NS(=O)(=O)c2cc([N+](=O)[O-])ccc21 (stereo not drawn)	20%
O=C1NC[C@H](CCCCN2CCN(Cc3ccccc3)C(=O)C2=O)N(CCC2CCCCC2)C1=O	5%
O=C(c1ccc(F)cc1)N1CCN(S(=O)(=O)c2ccc3c(c2)OCCO3)CC1	-4%
COc1ccc(C(C)=O)cc1Cn1c(C)c(C(=O)NCC(C)C)sc1=O	7%
CN(C)c1ccc(/C=C/c2ccnc3ccccc23)cc1O	13%
CCCCN1C(=O)C(CC(=O)NCc2cccs2)CC(C(=O)N(C(C)C)C(C)C)=C1C (stereo not drawn)	4%
Cn1c2nc3ccccc3c-2nc2ccccc21	8%
COc1cccc(C(C)(O)c2nc(-c3ccccc3C)cs2)c1 (stereo not drawn)	-16%
c1ccc(CNc2nc(NCc3cccs3)nc3ccsc23)cc1	-1%
C[C@@H]1CN([C@H](C)CO)C(=O)CCCn2nncc2CO[C@H]1CN(C)CC1CC1	5%
CC(O)(c1cccc(F)c1)c1nc(-c2ccncc2)cs1 (stereo not drawn)	-14%
N#Cc1ccc(-c2nc3c4ccccc4ccn3c2Cc2ccsc2)cc1	10%
NC(=S)c1ccc(OCCCc2ccccc2)cc1	?
C=C1C=C(C(F)F)n2ncc(C(=O)N3CCN(c4ccccn4)CC3)c2N1	-4%
C[C@@H]1CCCCO[C@H](CN(C)S(=O)(=O)c2ccccc2)[C@@H](C)CN([C@H](C)CO)C(=O)c2cc(NC(=O)Cc3ccccc3)ccc2O1	1%
COc1cccc(C(C)(O)c2nc(-c3cnc4ccccc4c3)cs2)c1 (stereo not drawn)	0%
C[C@H](CO)N1C[C@H](C)[C@@H](CN(C)S(=O)(=O)c2cccs2)OCc2cnnn2CCCC1=O	5%
CCOC(=O)C1(C)CCCCN1C(=O)c1cccnc1 (stereo not drawn)	-8%
CCOC(=O)C1CCCN(C(=O)c2ccc3c(c2)CCO3)CC1 (stereo not drawn)	0%
COC(=O)c1cnc(NC(=O)C2(C)CCCN(C(C)=O)C2)s1 (stereo not drawn)	-4%
COc1ccc(CN2C[C@@H](CO)O[C@@H](n3cnc4c(NCCO)ncnc43)C2)cc1	-1%
CCCC(=O)N1CCC1(C)C(=O)NS(=O)(=O)c1ccc(C#N)cc1 (stereo not drawn)	4%
Cc1cc(=O)n(Cc2ccco2)c(=S)[nH]1	4%
Cc1ccc(CNc2nc(NCC3CC3)nc3ccsc23)c(C)c1	-38%
O=C(Nc1ccccc1)c1cc(C2COCCN2C(=O)c2ccccn2)on1 (stereo not drawn)	17%
Cc1ccc(F)cc1C(=O)N1CCCCC1c1cc(C(=O)Nc2cccc(C#N)c2)no1 (stereo not drawn)	-9%
C[C@@H]1CCCCO[C@H](CN(C)Cc2ccc(C(F)(F)F)cc2)[C@@H](C)CN([C@H](C)CO)C(=O)c2cc(NS(=O)(=O)c3cn(C)cn3)ccc2O1	-7%
C=C1C=C(C(F)F)n2ncc(C(=O)NCCc3ccccc3OC)c2N1	-8%
COc1cc(C2c3cc4c(cc3C3OC(=O)C2C3CO)OCO4)cc(OC)c1OC (stereo not drawn)	-50%
COc1ccc(-c2csc(C(C)(O)c3cccc(F)c3)n2)cn1 (stereo not drawn)	11%
CCC(=O)N1CCCC1(C)C(=O)Nc1cc(OC)ccc1OC (stereo not drawn)	16%
CCOc1ccccc1N1C(=O)c2ccccc2N/C1=C\N1CCN(C(=O)c2ccco2)CC1	0%
CC1(Cc2cccc(C#N)c2)C(=O)Nc2ccc(-c3cccc(C(F)(F)F)c3)cc21 (stereo not drawn)	-77%
CC1(C(=O)NS(=O)(=O)c2cccc(Cl)c2)CCN1C(=O)C1(c2ccc(Cl)cc2)CC1 (stereo not drawn)	4%
CCCCN(C(=O)CC1CCCC1)c1c(N)n(Cc2ccccc2)c(=O)[nH]c1=O	-6%
COC(=O)C1=C/C=C\CN(C(c2ccccc2)c2ccccc2)/C=C\1C(=O)OC	-23%
CCCc1nc2ccc(C(=O)OC)cn2c1Cc1ccccc1	0%
C[C@@H]1CN([C@@H](C)CO)S(=O)(=O)c2ccc(Br)cc2O[C@H]1CN(C)C(=O)CN(C)C	2%
Cc1nc(N)sc1-c1csc(Nc2cc(N(C)C)ccc2Cl)n1	-14%
CC1(c2nnnn2-c2ccc3c(c2)OCCO3)CCC(=O)N1CCc1c[nH]c2ccccc12 (stereo not drawn)	10%
CCOC(=O)[C@]12CCCC=C1N(Cc1cccc3ccccc13)C(=O)[C@H](CC(=O)NCc1cccc3ccccc13)C2	0%
CCc1nc2ccc(C(=O)NCCCn3ccnc3)cn2c1N(CC)CCOC	3%
CCCCN1C[C@H](CSC)[C@@H](CC(=O)Nc2ccc(Br)cc2)C1=O	14%

(listing goes on)
molecule	BRCA1 expr up
O=C(NCc1cccnc1)c1ccc2nc([C@@H]3O[C@H](CO)[C@H](O)[C@H](O)[C@H]3O)[nH]c2c1	1%
COC(=O)c1ccc2nc(-c3cccc(Cl)c3)c(Cc3cccc(Cl)c3)n2c1	22%
COCC(=O)Oc1cc(-c2ccc(C)cc2C)c(OC(=O)COC)c(-c2ccc(C)cc2C)c1	-56%
COc1ccccc1C(=O)NCC(=O)N(C)Cc1nc2ccccc2c(=O)[nH]1	-6%
CCOc1ccc(OCC(=O)Nc2cc(Cl)ccc2-n2cncn2)cc1	7%
Cc1ccc(OC2CCN(C(=O)[C@H]3O[C@@H](n4ccc(=O)[nH]c4=O)[C@H](O)[C@@H]3O)CC2)cc1	0%
CC1(C(=O)NCc2ccc(C(F)(F)F)cc2)CCN1C1Cc2ccccc2C1 (stereo not drawn)	-7%
Cc1nc2ccc(C(=O)N3CCN(c4ccccc4)CC3)cn2c1N(C)C(=O)CCc1ccccc1	2%
O=S1(=O)CC(N2CCCCC2)CN1Cc1ccccc1 (stereo not drawn)	9%
CCOc1ccc(S(=O)(=O)N2CCCCC2)cc1NC(=O)Cc1ccc(OC)cc1	-35%
Cc1ccccc1NS(=O)(=O)c1ccc2c(c1)CCC(=O)N2	2%
Cc1c(C(=O)NCc2ccc(C#N)cc2)sc(=O)n1Cc1ccc(C(=O)N(C)C)cc1	-6%
CCCCOCCCNC(=O)C[C@@H]1C[C@@]2(C(=O)OCC)CCCC=C2N(Cc2cccc3ccccc23)C1=O	-51%
CC(C)C(N)c1csc(NC(=O)Nc2ccc(OC(F)(F)F)cc2)n1 (stereo not drawn)	-59%
CC1(C(=O)Nc2cccnc2)Cc2c(-c3ccccc3)ccnc2O1 (stereo not drawn)	4%
CC(=O)Nc1cc(-c2ccccc2CN(C)C)cn2c(-c3ccc(C(C)=O)cc3)cnc12	-41%
COc1ccccc1NC(=O)c1oc2ccccc2c1NC(=O)c1cc(OC)c(OC)c(OC)c1	-98%[inhibitor]
CCNC(=O)C1CCCN(C(=O)Cc2ccc3ccccc3c2)CC1 (stereo not drawn)	-15%
NC(Cc1ccc(C(F)(F)F)cc1)c1csc(NC(=O)NCCc2ccccc2)n1 (stereo not drawn)	-40%
CC1=C(C(=O)N(C(C)C)C(C)C)CC(CC(=O)NC(c2ccccc2)c2ccccc2)C(=O)N1CCC1=CCCCC1 (stereo not drawn)	-43%
Cc1ccc(NS(=O)(=O)c2cc3c(cc2Br)NC(=O)CO3)cc1C	7%
CS(=O)(=O)c1ccc(-c2csc(C(O)(c3ccccc3)C(F)(F)F)n2)cc1 (stereo not drawn)	-26%
O=c1[nH]cc(C=NNc2ccccc2)c(=O)[nH]1	0%
CCN(CC(=O)Nc1cccc(F)c1)CC(=O)Nc1ccc2c(c1)OCCO2	-13%
CCCCN(C=O)c1c(CC)nc2c(OCCOc3ccc(F)cc3)cccn12	-5%
COc1cc(-c2ccc(N3C(c4ccsc4)=Cc4ccc(F)cc4C3c3c[nH]c4ccc(C#N)cc34)cc2)cc(OC)c1OC (stereo not drawn)	-3%
CC(=O)Nc1nc(-c2ccccc2)c(-c2ccccc2)s1	-3%
CCNC(=S)Nc1ccc2c(c1)c(=O)n(C)n2Cc1cccc(C(F)(F)F)c1	8%
Cn1c2c(c3cnc4cc(Cl)ccc4c31)CN(Cc1ccc(Cl)cc1)CC2	11%
COCCNC(=O)C1(C)CCCN(Cc2noc(-c3ccccc3OC)n2)C1 (stereo not drawn)	3%
Cc1ccc([C@@]2(OC(=O)c3ccccc3)C(=O)N(C(=O)OC(C)(C)C)c3ccccc32)cc1	0%
COCCN(CCOC)Cc1cc(=O)oc2cc(C)ccc12	6%
Cc1cccc(C)c1C(O)c1ncc(-c2cccc(C(F)(F)F)c2)[nH]1 (stereo not drawn)	5%
Oc1ccc(Cl)cc1C1C=C(c2ccc3c(c2)OCO3)NC(c2cc(Br)ccc2F)N1 (stereo not drawn)	-40%
COc1ccc(NC(=O)C2(C)Cc3c(-c4cccc(C(N)=O)c4)ccnc3O2)cc1OC (stereo not drawn)	-15%
CN1C=CC(=C[N+](=O)[O-])N(C)C1=O	0%
COCOc1cccc(CN2CCC(C)(Oc3cccc(OC)c3)C2)c1 (stereo not drawn)	3%
OC(c1ccccc1)(c1nc(-c2ccccc2)cs1)C(F)(F)F (stereo not drawn)	-21%
CC1(C(=O)NS(=O)(=O)c2cccc(OC(F)F)c2)CCN1C(=O)CC1CCCC1 (stereo not drawn)	3%
CCCNC(=O)c1cc(C2CCCCN2C(=O)CCc2ccccc2)on1 (stereo not drawn)	26%
c1cc(C2OCCO2)cs1	2%
Cc1ccc(C)c(NC(=O)CN(C)C(=O)c2ccc(COc3ccccc3)cc2)c1	-6%
C[C@H]1CN([C@@H](C)CO)C(=O)c2cc(-c3cccc(F)c3)cnc2O[C@H]1CN(C)C(=O)c1cnccn1	-3%
COc1cc2c3c(c1OC)C(=O)CC3CCCC2 (stereo not drawn)	9%
COCCNc1nc2cc(-c3cccc(Cl)c3)sc2c(=O)n1C	2%
Cc1cccc(-n2cnc3cc(C(=O)NCCN4CCOCC4)ccc32)c1	-4%
CC(C)C[C@H]1CN(CCCC[C@@H]2CNC(=O)C(=O)N2Cc2ccccc2)C(=O)C(=O)N1CCC1CCCCC1	12%
O=C(COc1ccccc1)NC(=S)Nc1cccc2c(O)cccc12	-3%
COc1ccc2nc(Cl)c(C=O)c(N3CCOCC3)c2c1	-18%
CCCCN(CCCC)Cc1cc(=O)oc2cc(C)cc(C)c12	14%

Taken from the listing (4 entries):
molecule	BRCA1 expr up
OC(c1ccccc1)(c1nc(-c2ccccc2)cs1)C(F)(F)F (stereo not drawn)	-21%
CC1(C(=O)NS(=O)(=O)c2cccc(OC(F)F)c2)CCN1C(=O)CC1CCCC1 (stereo not drawn)	3%
CCCNC(=O)c1cc(C2CCCCN2C(=O)CCc2ccccc2)on1 (stereo not drawn)	26%
c1cc(C2OCCO2)cs1	2%

(continued)
molecule	BRCA1 expr up
Cc1ccc([C@H]2C[C@H](O)[C@@H](n3cc(COC(=O)c4ccccc4)nn3)CN2Cc2cccs2)cc1	-6%
NS(=O)(=O)Nc1cccc2cccnc12	0%
COc1cc(C(O)c2nc(-c3cccc(NC(C)=O)c3)cs2)ccc1F (stereo not drawn)	-25%
CNc1ncnc2c1ncn2[C@H]1CN(Cc2ccc(Cl)cc2)C[C@@H](CO)O1	-11%
CC(=O)c1ccc(Nc2nc(CN)cs2)cc1	3%
O=C(NCC1CC1)c1cc2c(c(-c3cccc(-c4ccccc4F)c3)n1)[C@H](CCO)N(C(=O)CC1CC1)C2	-62%
CN1CCN(C2CN(Cc3ccccc3)S(=O)(=O)C2)CC1 (stereo not drawn)	13%
CC(C)C(N)c1csc(Nc2cc(Oc3ccccc3)ncn2)n1 (stereo not drawn)	-36%
CCCC(=O)N1CCCC1(C)C(=O)NCc1ccc(F)cc1Cl (stereo not drawn)	15%
O=C1c2ccccc2-c2cc(Br)ccc2NC1O (stereo not drawn)	0%

5 entries from above, with the structure last:
BRCA1 expr up	compound
0%	NS(=O)(=O)Nc1cccc2cccnc12
-25%	COc1cc(C(O)c2nc(-c3cccc(NC(C)=O)c3)cs2)ccc1F (stereo not drawn)
-11%	CNc1ncnc2c1ncn2[C@H]1CN(Cc2ccc(Cl)cc2)C[C@@H](CO)O1
3%	CC(=O)c1ccc(Nc2nc(CN)cs2)cc1
-62%	O=C(NCC1CC1)c1cc2c(c(-c3cccc(-c4ccccc4F)c3)n1)[C@H](CCO)N(C(=O)CC1CC1)C2
